Screening results from PubChem.
TAAR1 ag = human TAAR1 agonists, primary screen, Fluo-8 calcium fluorescence, CHO RD-HGA16 cells; vehicle wells 0%, saturating PEA agonist 100%; AID 624467, 2012; hit rate 0.99% among 360,000; activation, % at 3 µM;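 active = activation above the mean activation of all test compounds in the run plus 3 SD, cut at about 38% in these data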
Target sequence (Q96RJ0 whole entry, looked up): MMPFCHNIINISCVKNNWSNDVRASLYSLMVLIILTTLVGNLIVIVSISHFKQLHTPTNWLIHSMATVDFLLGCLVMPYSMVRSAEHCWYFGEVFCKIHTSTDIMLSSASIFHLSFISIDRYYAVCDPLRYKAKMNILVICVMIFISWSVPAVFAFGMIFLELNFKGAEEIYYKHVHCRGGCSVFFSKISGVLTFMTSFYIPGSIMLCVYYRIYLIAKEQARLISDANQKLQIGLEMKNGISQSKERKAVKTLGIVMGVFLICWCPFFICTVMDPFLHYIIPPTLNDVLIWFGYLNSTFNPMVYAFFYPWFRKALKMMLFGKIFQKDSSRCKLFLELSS
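Assay system – CHO-derived RD-HGA16 cells with stable Gα16 and human TAAR1 · Compound dosing – one-point dosing at 3 µM (nominal) · Incubation – 17-24 h seeding, 75 min 37 °C dye, 30 min RT · Measured by – kinetic Fluo-8 calcium fluorescence · Control set – DMSO vehicle as 0%, PEA at EC100 as 100% · Repeats – single well for each compound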
CHO-K1 Ca antag = counter-screen for M1 antagonists: effect in parental CHO-K1 cells. ATP-induced calcium, Fluo-8 fluorescence. AID 602250. hit rate 0.6% among 360,000. inhibition, % at 3 µM;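 active = inhibition above a per-plate cutoff, the plate's mean sample inhibition plus 3 SD, cut at about 24% in these data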;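 note: 0% = DMSO plus EC80 ATP and 100% = DMSO alone without ATP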
M1 ag parental = counter-screen for M1 agonists: effect in parental CHO-K1 cells | Fluo-8 calcium fluorescence; scaled to maximal ATP response, vehicle zero | activation, % at 3 µM | hit rate 0.48% among 360,000 | AID 602248, 2012; in the data active = activation above about 15%;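 note: untransfected CHO-K1 host cells lacking M1 receptor as counterscreen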
CHRM1 agonist = human M1 muscarinic receptor agonists, primary screen, Fluo-8 calcium fluorescence, CHO-K1 cells, HTS; Muscarinic acetylcholine receptor M1 (Homo sapiens), P11229; CHO-K1 hM1, agonist mode; 0% DMSO, 100% acetylcholine EC100; activation, % at 3 µM; hit rate 0.33% among 360,000;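 active = activation above the run's mean compound activation plus 3 SD, cut at about 16% in these data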;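 note: peak over basal fluorescence ratio within a 140 s kinetic read after compound addition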
Target sequence (P11229 whole entry, looked up): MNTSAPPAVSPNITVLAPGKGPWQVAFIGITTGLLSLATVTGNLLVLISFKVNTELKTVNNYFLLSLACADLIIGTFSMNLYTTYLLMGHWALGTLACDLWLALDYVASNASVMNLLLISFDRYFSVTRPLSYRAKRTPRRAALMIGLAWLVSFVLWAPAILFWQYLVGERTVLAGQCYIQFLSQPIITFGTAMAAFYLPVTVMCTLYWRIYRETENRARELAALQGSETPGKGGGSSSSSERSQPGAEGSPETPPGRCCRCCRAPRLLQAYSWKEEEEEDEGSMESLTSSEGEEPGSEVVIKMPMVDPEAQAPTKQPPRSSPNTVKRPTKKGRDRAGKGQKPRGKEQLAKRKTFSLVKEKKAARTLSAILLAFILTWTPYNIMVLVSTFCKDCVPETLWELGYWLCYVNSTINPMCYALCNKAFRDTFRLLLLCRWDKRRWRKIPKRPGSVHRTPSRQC
CHO-K1 Ca PAM = nonselective calcium activators in parental CHO-K1 cells, primary screen, counter-screen for M1 PAM project, cell-based, Fluo-8 calcium fluorescence, full deck, 1536-well; ATP EC20; 0% at ATP EC20, 100% at ATP max; activation, % at 3 µM; hit rate 0.02% among 360,000;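 active = activation above the run cutoff, the mean activation of all test compounds plus 3 SD, cut at about 40% in these data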;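 note: peak over basal fluorescence ratio in a 140 s read after ATP addition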
TAAR1 antag = human TAAR1 antagonists, primary screen, Fluo-8 calcium fluorescence, CHO RD-HGA16 cells; Trace amine-associated receptor 1 (Homo sapiens), Q96RJ0; antagonist; inhibition, % at 3 µM; hit rate 1.5% among 360,000; AID 624466, 2012;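 active = inhibition above a per-plate cutoff, the mean inhibition of test compounds on that plate plus 3 SD, cut at about 49% in these data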;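 note: 0% = DMSO plus EC80 beta-PEA response and 100% = DMSO alone without agonist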
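Test system – hTAAR1-expressing CHO RD-HGA16 cells, Gα16-coupled · Also added – β-PEA at EC80 concentration, post-compound challenge · Compound – 3 µM, single point · Incubation – dye loading 75 min at 37 °C, then 30 min room temperature · Measured by – Fluo-8 intracellular calcium dye fluorescence, real-time kinetic reads · Benchmarks – vehicle and agonist controls · Replicates – singlicate, one well per test compound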
M1 antag = human M1 muscarinic receptor antagonists, primary screen, CHO-K1 cells, Fluo-8 calcium fluorescence, 1536-well; Muscarinic acetylcholine receptor M1 (Homo sapiens), P11229; CHO-K1 hM1, ACh EC80 antagonist; inhibition, % at 3 µM; hit rate 1.3% among 360,000;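 active = percent inhibition above its own plate's cutoff, namely the mean of that plate's compound wells plus 3 SD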;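 note: peak over basal fluorescence ratio during 140 s after agonist addition; 0% = ACh EC80 plus DMSO and 100% = DMSO alone without agonist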
OXTR potentiator = human OXTR potentiators, primary screen, fluorescence, CHO-OTR cells, Fluo-8 calcium. Fluo-8 calcium fluorescence, potentiator mode; 0% = oxytocin EC15, 100% = EC100. hit rate 0.061% among 320,000. AID 2445, 2010. Oxytocin receptor (Homo sapiens), P30559. activation, % at 3 µM;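 active = activation above that plate's cutoff, the mean activation of tested compounds plus 3 SD, cut at about 6.6% in these data, passing the limit was not always enough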;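 note: 100% uses oxytocin at 75 nM as the full agonist control; some results filed as inactive read as strong as hits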
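Assay system: CHO-OTR cells, human receptor / Also added: oxytocin at about EC15, sub-maximal agonist stimulus / Dosing: single dose, 3.0 µM nominal final compound concentration / Incubation: 6 min pre-incubation, 100 s read / Technique: Fluo-8 calcium dye fluorescence / Read-out: % activation vs EC15 and EC100 oxytocin / Benchmarks: EC15 oxytocin low, 75 nM oxytocin high / Replicates: singlicate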
CHO parental Ca = ATP-evoked calcium signal inhibitors, parental CHO, primary screen, counter-screen for OX1R antagonist project, cell-based, fluorescence, Fluo-8 calcium dye; parental CHO-K1, ATP-induced calcium, Fluo-8 fluorescence; hit rate 0.63% among 330,000; inhibition, % at 5.6 µM;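 active = inhibition above that plate's mean sample inhibition plus 3 SD, cut at about 26% in these data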;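 note: 0% = ATP-challenged DMSO wells and 100% = DMSO wells without ATP; some compounds past the cut are filed as inactive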
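Material – parental CHO cells · Reagent – ATP stimulus · Compound – single nominal dose of 5.6 µM per compound · Detection – Fluo-8 fluorescence · Read-out basis – percent inhibition of calcium signal · Controls – ATP-challenged DMSO wells low, unchallenged DMSO wells high · Repeats – no replicates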
Active calls of the source: *; · = no result given; & = joins results of further samples.

SMILES	TAAR1 ag	CHO-K1 Ca antag	M1 ag parental	CHRM1 agonist	CHO-K1 Ca PAM	TAAR1 antag	M1 antag	OXTR potentiator	CHO parental Ca
COCCn1c(SCC(=O)Nc2cccc(F)c2)nc2c([nH]c3ccccc32)c1=O	0.2	-15.5	0.6	-1.0	10.2	7.6	-8.3	-1.0	-22.1
CN(C)C(=O)c1cc2c(c(-c3cccc(-c4ccccc4F)c3)n1)[C@@H](CCO)N(S(C)(=O)=O)C2	-0.7	-13.2	1.2	·	11.5	-1.6	·	·	·
COc1ccc(-c2cn[nH]c2-c2ccc(OCc3ccccc3)cc2O)cc1OC	-0.6	-17.0	0.6	-1.5	18.4	18.3	-20.4	-15.1	-1.0
O=C(Cn1cc(Cl)c([N+](=O)[O-])n1)NCCC1=CCCCC1	-1.7	-18.0	1.1	-10.3	8.2	5.8	-12.2	0.0	-14.6
Cc1cc2nc(/N=C(\N)NC(=O)N3c4ccccc4Sc4ccccc43)nc(C)c2cc1C	-1.2&-0.3	-14.3&4.5	-0.2&0.0	-2.6&-2.9	-0.7&-5.5	-15.8&-27.6	1.9&-7.9	-5.7	-2.4
COc1ccc(S(=O)(=O)N2CCc3ccccc3C2)cc1C(=O)O	-0.3	-7.3	0.4	-2.9	7.3	-4.1	-3.5	-3.5	-3.4
CSc1cccc(NC(=S)NN(C)C)c1	5.4	-7.3	0.9	-1.3	18.3	-2.1	-8.9	0.3	-4.2
Cc1[nH]c2ccccc2c1C(=O)COC(=O)c1ccccc1O	11.5	2.6	2.4	3.8	16.5	65.1*	15.2	-6.5	3.5
COc1ccc2cc(S(=O)(=O)N3CCOCC3)ccc2c1	0.4	-17.3	0.9	-4.2	28.2	4.2	-11.7	11.2*	-9.6
COc1cccc(-c2ccc(SCC(=O)NCCc3ccccc3)nn2)c1	4.0	-11.2	1.0	-6.2	13.9	-18.8	-8.4	-4.3	-20.6
CC1=NCC(C)c2c1[nH]c1ccccc21 (configuration not stated)	6.7	-2.4	-0.3	-1.9	-1.1	-20.7	-12.7	-7.9	-9.8
CCC(C(=O)NCCN1CCOCC1)n1c2ccccc2c2nc(=O)cc(C)n21 (configuration not stated)	0.8	-18.8	0.6	-0.2	19.2	-1.3	3.3	2.1	-4.4
CCOC(=O)/C=C/C(=O)OCC(=O)Nc1cccc(Br)c1	5.6	1.8	0.8	-1.5	0.5	-12.3	-8.3	-4.0	-6.8
COc1ccc(Cl)cc1NC(=O)CNc1ccccc1CN(C)C1CCCCC1	-1.8	-24.6	1.2	-7.2	30.1	-2.5	11.3	-7.5	-18.1
O=C(OCC(=O)N1CCN(c2cccc(Cl)c2)CC1)c1ccco1	1.0	-11.7	0.9	-1.2	-1.8	-10.4	-0.9	1.4	-6.0
COc1ccc(C(c2nnnn2CS(=O)(=O)c2ccc(C)cc2)N2CCN(c3ncccn3)CC2)cc1 (configuration not stated)	-1.3	9.5	-0.5	1.4	-4.8	-3.7	-10.1	-4.7	-10.0
CCOc1cc(C2NC(=O)NC(O)(C(F)(F)F)C2C(=O)c2ccccc2)ccc1OC (configuration not stated)	10.2	12.6	-0.3	0.4	7.5	7.8	-3.3	0.6	-12.1
Cc1ccc(C)c(C(=O)COC(=O)c2cc([N+](=O)[O-])ccc2N2CCOCC2)c1	-0.9	2.3	-0.1	-4.3	-20.6	25.3	11.3	-9.9	-17.9
COc1cccc(OC(=O)CSc2nnc(-c3ccccc3Br)o2)c1	4.3	-10.7	0.4	-3.0	11.9	-29.1	-10.9	-5.8	-3.3
COc1ccc(/C=N\N=C2/SC(CC(=O)O)C(=O)N2c2ccc(O)cc2)cc1 (configuration not stated)	-0.7	-7.9	0.2	-3.8	14.2	0.8	4.5	-7.0	8.2
COc1ccc(COc2cccc(C=O)c2)cc1	11.6	-12.9	-0.2	-4.7	8.9	22.1	0.1	-3.0	-9.6
Cc1ccc(NC(=O)COC(=O)c2ccc3c(c2)C(=O)N(CCc2ccccc2)C3=O)c(C)c1	76.8*	-5.4	0.0	-2.8	13.1	13.7	-26.2	-5.2	2.2
CCC(=O)NCCCc1nc2ccccc2n1Cc1ccccc1F	7.5	-16.2	0.6	-2.9	14.9	6.0	-1.0	-4.5	-6.8
Cc1ccc(C(=O)NC2CCN(C(=O)N3CCOCC3)CC2)cc1	-0.7	-3.6	1.6	-0.9	28.0	-10.7	-16.0	-18.4	-10.2
C[C@H](CO)N1C[C@H](C)[C@@H](CN(C)C(=O)Nc2ccc3c(c2)OCO3)Oc2c(NC(=O)Nc3ccc4c(c3)OCO4)cccc2C1=O	23.6	-0.6	5.4	-3.3	-3.2	69.4*	36.0*	-2.9	-2.9
Cc1[nH]c2ccc(-c3n[nH]c(=S)n3Cc3ccccc3)cc2c1C	8.4	-10.6	2.2	-3.4	26.3	-7.3	0.7	-10.2	-7.3
CN1CCc2nc(NC(=O)COc3ccc(C#N)cc3)sc2C1	5.7	2.2	0.0	-5.3	-12.5	3.2	1.6	0.0	-4.3
CC(OC(=O)c1ccc(Cl)c(S(=O)(=O)Nc2ccc(F)cc2)c1)C(=O)NC(N)=O (configuration not stated)	2.9	-10.7	2.1	-0.3	17.6	-22.6	-14.4	-0.2	-0.3
CN(C(=O)c1ccccc1)C(=O)c1ccccc1	1.8	-9.6	0.3	-4.9	4.6	2.1	-7.2	·	·
O=CN/C=C/c1cccc(O)c1	3.0	-13.2	0.8	-3.3	-6.4	-12.3	-17.1	·	·

Some of the entries so far, with two lines to a compound:
Under each structure: TAAR1 ag | CHO-K1 Ca antag | M1 ag parental | CHRM1 agonist | CHO-K1 Ca PAM | TAAR1 antag | M1 antag | OXTR potentiator | CHO parental Ca
COc1ccc(/C=N\N=C2/SC(CC(=O)O)C(=O)N2c2ccc(O)cc2)cc1 (configuration not stated)
 : -0.7 | -7.9 | 0.2 | -3.8 | 14.2 | 0.8 | 4.5 | -7.0 | 8.2
COc1ccc(COc2cccc(C=O)c2)cc1
 : 11.6 | -12.9 | -0.2 | -4.7 | 8.9 | 22.1 | 0.1 | -3.0 | -9.6

Later entries
SMILES	TAAR1 ag	CHO-K1 Ca antag	M1 ag parental	CHRM1 agonist	CHO-K1 Ca PAM	TAAR1 antag	M1 antag	OXTR potentiator	CHO parental Ca
CC1CCN(C(=O)c2nc[nH]c2C(=O)N2CCC(C)CC2)CC1	6.0	-11.5	0.3	-3.8	10.9	-7.1	-0.1	-1.5	-4.3
Cn1c(=O)c2c(SCc3cccc(C(F)(F)F)c3)nc(-c3ccco3)nc2n(C)c1=O	2.5	-13.3	0.2	-2.3	26.5	-6.2	-6.4	-3.4	-8.4
C=CCNc1cc(C)oc(=O)c1C(=O)CC	0.7	9.1	-0.2	-3.3	-2.0	-21.4	8.3	-4.4	1.9
CS(=O)(=O)NC1c2cccc3cccc(c23)C1N1CCOCC1 (configuration not stated)	7.4	-8.1	0.1	-0.7	-10.4	14.1	-12.2	-6.6	4.6
Cc1ccc(SC(C)C(=O)NCc2ccncc2)cc1 (configuration not stated)	0.2	-11.9	0.9	-8.6	-7.5	-14.1	18.0	0.2	-4.0
Cc1c(NC(=O)CN2c3cccc4cccc(c34)S2(=O)=O)c(=O)n(-c2ccccc2)n1C	7.3	10.8	0.0	-4.1	-0.7	-10.5	12.2	-0.1	-20.0
CCNc1nc(Sc2ccc(C)cc2)cc(C(F)(F)F)n1	10.8	-12.1	0.8	-6.9	21.5	8.7	-16.6	-7.0	-8.5
C/C(=N\NC(=O)C1CC1(C)c1ccccc1)c1ccco1 (configuration not stated)	-1.1	9.2	0.8	0.3	-9.4	23.2	7.8	-11.6	-19.6
O=C(c1ccc(F)cc1)N1CCC(C(=O)N2CCN(S(=O)(=O)c3cccc(Cl)c3)CC2)CC1	2.6	-8.5	2.6	-2.3	9.3	-20.7	-7.5	-4.0	-12.5
CCCCC1CC2=C(C(=O)OC(C)(C)O2)C(c2ccc(F)cc2)O1 (configuration not stated)	-1.3	-13.2	-1.0	-6.7	-7.1	-18.9	-1.8	·	·
COc1ccc(CN=C(Nc2ccccc2)SC2CC(=O)NC2=O)cc1 (configuration not stated)	1.0	-5.2	0.4	0.9	13.6	-11.2	-6.2	4.2	-6.1
COc1ccc(CNC(=O)CC2Sc3ccccc3NC2=O)cc1 (configuration not stated)	17.7	-23.0	0.5	-3.6	11.9	-10.5	-13.2	-3.9	2.2
N/C(Cc1ccc(Cl)cc1)=N\OC(=O)c1ccc2ccccc2c1	0.5	-17.4	-0.5	-4.5	14.2	6.4	-15.1	-5.0	-8.2
CCn1nc(C(=O)OCC(=O)N(CC(C)C)c2c(N)n(Cc3ccccc3)c(=O)[nH]c2=O)c2ccccc2c1=O	0.0	15.2	-0.2	7.9	-26.6	-12.5	8.2	-12.6	-6.6
Fc1ccc(CNc2ncnc3cc(Cl)ccc23)cc1	5.4	1.9	16.0*	-0.9	2.5	2.9	8.9	-13.4	5.2
O=C(NCCc1ccccc1)c1[nH]c(C(F)(F)F)nc1-c1ccccc1	69.5*	-5.8	5.4	2.9	7.4	47.3	-11.4	·	·
O=C1CN(C(=O)c2ccco2)C(c2ccccc2)c2cc(Cl)ccc2N1 (configuration not stated)	1.2	-11.4	0.8	-4.4	20.8	-10.4	-17.9	-8.2	-13.4
CN(C)CCn1c(C(=O)Nc2ccccc2)cc2ccccc21	24.3	5.4	0.6	-6.5	7.1	3.1	-29.5	-0.6	-5.7
COc1cc(/C=C(\CCC(=O)O)c2nc3ccccc3s2)ccc1OCC(=O)Nc1c(Cl)cccc1Cl	4.8	-11.3	1.3	-2.9	5.7	32.8	0.6	-5.0	-16.6
Cc1ccc(/C=N/NC(=O)CSc2nc3ccccc3c(=O)n2-c2ccccc2)s1	1.5	-4.7	0.0	-2.9	10.6	-20.5	-4.5	-6.7	-17.9
CN(C(=O)COC(=O)c1cc(S(=O)(=O)N2CCOCC2)ccc1F)C1CCS(=O)(=O)C1 (configuration not stated)	1.1	2.8	1.7	-6.2	1.3	-7.0	0.3	-10.8	6.8
CCOC(=O)c1oc2ccccc2c1CN1CCCCC1	8.7	-8.3	0.4	-3.9	18.3	-15.4	-11.8	-7.5	-0.6
